Compound activity deposited in PubChem BioAssay by National Center for Advancing Translational Sciences (NCATS).
GALK inhibitor: blocks human galactokinase activity; P51570; Purified GALK, Kinase-Glo residual ATP luminescence; Potency, µM (series often up to 57.5 µM), inactives show at the top dose activity change, negative = inhibition, hits mostly inhibitors; actives 0.007% (n = 270,000); note: potency is the fitted concentration of half-maximal effect; % is set by controls: 0 for no effect and ±100 for the full control effect
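GALK at 5 nM final was combined with compound, 35 uM ATP and 100 uM galactose in HEPES pH8.0 with MgCl2 and DTT. The reaction ran one hour at room temperature before luminescent ATP detection.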
Tb PFK inh: T. brucei PFK enzyme inhibition; Potency, µM (top dose mostly 57.5 µM), inactives show at the top dose activity, negative = inhibition, usual class: inhibitors; O15648; actives 0.17% (n = 330,000); T. brucei PFK, ADP-Glo luminescence; AID 485367;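 note: potency is the fitted concentration of half-maximal effect; 0% = uninhibited 1x PFK enzyme wells and -100% = no-enzyme wells; nearly all actives have a fitted effect of over 60% in size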
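PFK 1.25 nM, F6P 0.5 mM, ATP 0.1 mM, 0.1 M TEA pH 8.0, 5 mM MgCl2, 0.01% Tween20, 0.1% BSA; 45 min RT. ADP-Glo readout. qHTS titration up to 57 uM; curves fitted, compounds curve-classed.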
hERG WT inh: blocks the wildtype human KCNH2 potassium channel; actives 0.37% (n = 340,000); U2OS, BacMam KCNH2, thallium flux FluxOr; stronger effect = lower value; AID 720551; Q12809; activity change, % at 1.84 µM;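 active = maximum activity change below -70%; inconclusive = maximum activity change between -70% and -50%; inactive = maximum activity change above -50%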; note: % is set by controls: 0 for no effect and ±100 for the full control effect
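U2OS cells were transduced with wild-type KCNH2 virus (2.03 x 10^8 / mL) for 4 h at room temperature, then cultured overnight at 37 C. Thallium flux was read with FluxOr dye. Rate constants were normalized to DMSO controls.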
A-T KAP1 phos: candidate therapy for ataxia-telangiectasia | […] A-T fibroblasts, KAP-1 phosphorylation AlphaLISA; neocarzinostatin DNA damage 30 min before lysis | Potency, µM (series often up to 57.5 µM), without a hit: at the highest dose activation, usual class: activators | actives 0.19% (n = 320,000) | AID 485349; note: potency is the fitted concentration of half-maximal effect; % of control where 0% means no effect; nearly all actives have a fitted effect of over 45% in size
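ATM-like activity read as KAP-1 phosphorylation via AlphaLISA donor/acceptor antibody pairs after lysis and 6 hr at 25C. Cells were ATM-null patient fibroblasts ([…], hTERT), dosed 60 min, then exposed to the DSB inducer NCS for 30 min.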
Giardia kill: Giardia lamblia killing; Giardia lamblia trophozoite viability; actives 0.15% (n = 340,000); activity change, % at 7.66 µM, hits read low; in the data active = activity change below about -80%; inconclusive = between about -30% and that limit;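 note: parasites exposed to compound for two days anaerobically before the ATP read; % is set by controls: 0 for no effect and ±100 for the full control effect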
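Viability, read as ATP luminescence: trophozoites at 100 cells/well, compound added, 48 hrs anaerobic at 37 deg C, then 15-30 min room-temperature development before reading.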
FBPA coupling cs: inhibits coupling enzyme system, counter-screen for aldolase hits; coupling enzyme system counterscreen, AmpLite Red fluorescence; activity change, negative = inhibition, % at 58.2 µM, hits read low; actives 0.67% (n = 290,000); in the data active = activity change below about -30%; note: % is set by controls: 0 for no effect and ±100 for the full control effect
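Fluorescence at 525 nm excitation and 598 nm emission measured inhibition of the coupled detection system without aldolase. Compounds (at 57.5 uM final) were preincubated 10 min at room temperature with coupling enzyme reagent before a 20 min substrate/AmpLite Red step.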
TCR activator: activates T cell receptor signaling. primary human leukocytes, anti-CD3, IL-2 HTRF, 48 h. Potency, µM (highest dose often 9.22 µM), for the others: at the top dose activation of IL-2 secretion, actives largely listed as activators. 330,000 tested, under 10 active; note: % of control where 0% means no effect
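Readout: HTRF IL-2, Eu-cryptate/d2 antibody pair, 320nm excitation, 665nm emission. Stimulus: a-CD3 beads, no co-stimulation. Cells: primary human leukocytes. Exposure: 48 hr with compound.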
BCR signal inh: blocks chronic active B-cell receptor signaling. ABC-DLBCL IkBa-CBG/CBR reporter, luminescence ratio, 4 h. Potency, µM (top dose mostly 46.1 µM), for the others: at the highest dose ratio change, negative = lower green/red ratio, usual class: inhibitors. actives 0.05% (n = 340,000). AID 493014; active = well fitted inhibition curve with a large enough effect in the signal ratio, with a control signal flat, not every such curve was filed as active; inconclusive = small, poorly fitted or top-dose-only effect, or effect the other way, or a change in a side signal; the % refers to the signal ratio;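 note: potency is the fitted concentration of half-maximal effect; plate controls were basal doxycycline-induced cells for no effect and cells given 10 µM MG132 for full effect; MG132 reads +100%, hits lower the ratio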
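TMD8 ABC-DLBCL cells carrying doxycycline-inducible green luciferase fused to IkappaBalpha plus unfused red luciferase were exposed to compounds (up to 46 uM) for 4 hrs at 37C. Activity came from the overlap-corrected green/red luminescence ratio.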
TSHR antag: human thyrotropin receptor antagonism; actives 0.2% (n = 330,000); activity change, negative = inhibition, % at 11.5 µM; AID 504810; TSHR-expressing cells, TSH-stimulated cAMP HTRF, 2 h; stronger effect = lower value;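 active = activity change below a set negative limit, meaning inhibition stronger than a set level, cut at about -70% in these data; inconclusive = activity change between two set negative limits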; note: % is set by controls: 0 for no effect and ±100 for the full control effect
Target sequence (P16473 whole entry, looked up): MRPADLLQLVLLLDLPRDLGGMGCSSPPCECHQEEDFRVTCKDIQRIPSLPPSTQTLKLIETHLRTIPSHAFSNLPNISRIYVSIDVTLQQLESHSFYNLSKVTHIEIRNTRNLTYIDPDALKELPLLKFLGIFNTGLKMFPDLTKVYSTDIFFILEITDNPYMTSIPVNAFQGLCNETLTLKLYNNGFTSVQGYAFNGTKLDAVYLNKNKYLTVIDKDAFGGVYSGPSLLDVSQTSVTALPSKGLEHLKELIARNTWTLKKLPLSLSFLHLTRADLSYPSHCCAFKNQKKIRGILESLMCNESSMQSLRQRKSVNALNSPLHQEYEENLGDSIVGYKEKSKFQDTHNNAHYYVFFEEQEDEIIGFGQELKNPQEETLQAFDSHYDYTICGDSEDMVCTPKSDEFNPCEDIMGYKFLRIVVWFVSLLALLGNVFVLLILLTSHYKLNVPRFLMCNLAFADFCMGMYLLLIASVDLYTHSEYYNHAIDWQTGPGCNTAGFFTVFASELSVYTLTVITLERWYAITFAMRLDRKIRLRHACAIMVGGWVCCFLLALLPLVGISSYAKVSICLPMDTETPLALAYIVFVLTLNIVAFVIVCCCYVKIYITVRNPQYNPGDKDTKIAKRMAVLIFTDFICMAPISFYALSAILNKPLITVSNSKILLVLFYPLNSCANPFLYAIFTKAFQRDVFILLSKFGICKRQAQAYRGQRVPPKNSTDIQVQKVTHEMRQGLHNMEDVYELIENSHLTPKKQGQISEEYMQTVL
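TSHR-expressing cells, 200/well, pre-treated with compound, then stimulated with EC80 TSH (4nM final) for 2 hours at 37 deg C. cAMP measured by competitive HTRF: anti-cAMP cryptate antibody in lysis buffer plus cAMP-d2, read after 30 minutes at room temperature.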
MLL CXXC-DNA inh: blocks binding of human MLL CXXC domain to DNA. Q03164. MLL-CXXC / FITC-HOXA9 DNA fluorescence polarization. Potency, µM (series often up to 115 µM), for inactives: at the top dose activity change, negative = inhibition, hits mostly inhibitors. actives 0.037% (n = 290,000). AID 2662; active = well fitted inhibition curve with a large enough effect in the polarisation, with a control signal flat, not every such curve was filed as active; inconclusive = small, poorly fitted or top-dose-only effect, or effect the other way, or a change in a side signal; inactive = no such curve, though single readings can be large or run the other way; the % refers to the polarisation; note: potency is the fitted concentration of half-maximal effect
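Fluorescence polarization: 7 uM MLL-CXXC (stock) preincubated 5 min with compounds, then 50 nM fluorescein-HOX-A9 DNA (stock) added; 30 min ambient. Buffer 50 mM Tris-HCl pH 7.5, 50 mM NaCl, 1 mM DTT, 0.05% BSA.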
The depositor's hits bear a star; ? = inconclusive; / = not tested or not shown; [ ] = another dose, or the depositor's remark. Unless noted, calls come from the whole dose curve; as a rule, active = well fitted curve in the direction sought with a large enough effect; inconclusive = small, poorly fitted or top-dose-only effect, or another doubt; inactive = no such curve, though single readings can be large; an effect the other way counts as inactive or inconclusive.

SMILES	GALK inhibitor	Tb PFK inh	hERG WT inh	A-T KAP1 phos	Giardia kill	FBPA coupling cs	TCR activator	BCR signal inh	TSHR antag	MLL CXXC-DNA inh
CCOCCCN1C(=O)C(=O)N(CC(=O)N2c3ccccc3NC(=O)CC2C)C1=O (stereo not drawn)	/	-10%	4	0%	17	/	7%	-2%	3	/
CNC(=O)c1ccsc1NC(=O)c1coc2ccccc2c1=O	0%	10%	-19	4%	8	-1	-1%	?	2	-5%
CCOc1cccc2cc(-c3nnc(NCc4ccco4)s3)c(=O)oc12	-1%	-2%	-1	7%	-8	-2	0%	?	-5	2%
CCc1c(C)nc2ncnn2c1N1CCC(C(=O)Nc2ccccc2)CC1	4%	-2%	2	8%	11	7	/	-6%	-6	3%
COc1ccc(-c2[nH]ncc2CN2CCCC(C(=O)c3cccc(OC)c3)C2)cc1 (stereo not drawn)	8%	0%	14	3%[11.5 µM]	-3	0	-5%	-6%	2	8%
O=C(Nc1ccc(S(=O)(=O)N2CCCCC2c2cccnc2)cc1)c1c(F)cccc1F (stereo not drawn)	0%	3%	/	-10%	28	0	4%	3%	3	-13%
Cn1cnnc1SCC(=O)Nc1ncc(C(F)(F)F)cc1Cl	12%	25%	3	-3%	24	-2	-27%	-3%	45	-4%
CCOC(=O)N1CCC(NC(=O)CS(=O)Cc2nc(-c3ccc(OC)c(OC)c3)oc2C)CC1 (stereo not drawn)	1%	1%	-1	-6%	22	0	-2%	-6%	-3	-4%
COc1ccc(C)cc1NC(=O)CSc1ccc(-c2sc(C)nc2C)nn1	-6%	1%	-3	-6%	19	-5	0%	2%	-8	2%
O=C(N/N=C/c1cccc(OCc2ccccc2)c1)c1ccc(Br)cc1	1%	0%	-1	4%	-2	-12	-3%[46.1 µM]	-4%	-5	20%
COc1ccc(CN(C)C(=O)c2ccc3c(=O)n4c(nc3c2)CCC4)c(OC)c1	/	9%	-1	7%	-6	/	-4%	?	7	/
COC(=O)[C@@]12CCCCN1[C@H](c1ccc(-c3ccc(F)cc3)cc1)[C@H]1C(=O)N(C)C(=O)[C@H]12	/	3%	0	2%	-4	/	0%	0%	-11	/
O=C(NNC(=S)Nc1ccc(Cl)cc1Cl)C1CC1	0%	2%	3	-3%	10	3	-1%[46.1 µM]	10%	-4	-24%
CN(CC(=O)Nc1cccc(F)c1)CC(=O)Nc1cc(S(=O)(=O)N2CCOCC2)ccc1Cl	/	-5%	-7	-5%	-16	/	11%	0%	3	/
NC(N)=N/N=C/c1ccccc1Cl	-1%	-1%	3	-6%	21	-1	3%	?	7	-7%
COCCCNC(=O)Cn1nnc(-c2ccccc2NC(=O)c2ccccc2F)n1	4%	-6%	9	-4%	3	5	-2%	1%	-1	7%
Nc1nc(-c2ccc3c(c2)OCCO3)cs1	5%	2%	-5	13%	8	-1	5%	0%	58	1%
Cc1ccc2c(c1)N(Cc1ccncc1)C(=O)C(C)O2 (stereo not drawn)	3%	0%	3	2%	-13	1	2%	0%	12	0%
Cn1c(N2CCCC2)nc2c1c(=O)n(Cc1ccc(F)cc1)c(=O)n2C	1%	2%	15	2%	4	2	15%	-4%	0	0%
COc1ccc(CCNC(=O)C2CC(O)CN2S(=O)(=O)c2ccc(Cl)cc2)cc1OC (stereo not drawn)	/	0%	7	-1%	-6	/	-1%[46.1 µM]	-1%	-4	/
Cn1c(SCC(=O)NCc2ccccc2)nc2c([nH]c3ccccc32)c1=O	-2%	1%	/	1%	/	1	/	5%	-4	-1%
Cc1nc2c(C(=O)NCc3ccccc3)c[nH]n2c(=O)c1Cl	0%	-1%	-3	3%	-1	4	10%	?	-1	-1%
COc1ccc(CC(=O)Nc2ccc(/C(C)=N/NC(=O)c3cccc([N+](=O)[O-])c3)cc2)cc1	-7%	-12%	-5	3%	2	0	13%	-3%	-2	32%[activator]
O=C(Nc1ccccc1N1CCOCC1)C1=NN(c2ccccc2)C(=O)CC1	/	0%	4	-3%	27	/	-10%	19%	-5	/
CNc1nc(N)c([N+](=O)[O-])c(NCC2CCCO2)n1 (stereo not drawn)	0%	1%	-3	0%	5	3	3%	-20%	5	-1%
Cc1cc(CNC(=O)COc2cc(F)ccc2[N+](=O)[O-])c2ccccc2n1	-1%	-7%	4	-10%	-9	1	-2%	4%	1	-6%
COc1ccc(C2=NOC(Cn3c(Cc4ccc(Cl)cc4)nc4c3c(=O)n(C)c(=O)n4C)C2)cc1 (stereo not drawn)	3%	-3%	30	12%	3	-2	-3%	3%	-8	0%
COc1cc(/C=C(\C#N)C(=O)c2c[nH]c3ccccc23)cc(OC)c1O	-1%	-2%	3	-4%	-7	-14	0%	?	-9	?
COc1ccc(C(=O)C2CCCN(C(=O)COc3ccc(C(C)=O)cc3)C2)cc1F (stereo not drawn)	4%	5%	-3	6%	2	-5	/	?	-5	6%
O=C(CNC(=S)N(Cc1ccccc1)Cc1cccnc1)N1CCOCC1	-2%	0%	6	0%	2	3	2%	3%	-5	6%
O=S1(=O)C=CC(c2ccccc2)C1 (stereo not drawn)	0%	-4%	-2	-8%	9	1	1%	2%	7	-17%
CCOC(=O)N1CCN(CCC(=O)Nc2cc(OC)cc(OC)c2)CC1	1%	6%	2	-4%	8	3	8%[46.1 µM]	-4%	-1	15%
S=c1[nH]cc(-c2ccccc2)n1-c1ccccc1Cl	1%	-10%	0	3%	6	-5	-4%[46.1 µM]	4%	-23	-6%
Cc1ccc(OCCCC(=O)NC2CCCCC2)cc1	-1%	2%	-3	-5%	23	-1	/	-2%	6	11%
CC1CCCN(C2(O)C(=O)Nc3ccc(Cl)cc32)C1 (stereo not drawn)	2%	6%	3	-1%	14	0	-2%	?	-6	3%
Cc1ccccc1OCc1nc(-c2ccccc2)no1	-1%	-3%	-1	9%	2	0	5%	?	-11	0%
COc1ccc(/C=C(/C(=O)Nc2ccccc2C(=O)NC(C)C)c2ccccc2)cc1	-1%	-1%	1	1%	-3	0	1%	3%	1	0%
CCOc1ccc(NC(=O)NC(=O)N(C(C)C)S(C)(=O)=O)cc1	-2%	-1%	3	0%	-8	2	-3%	4%	-7	10%
CC1C2CC(C(S(=O)(=O)N3CCOCC3)C2=O)C1(C)C (stereo not drawn)	0%	-2%	-4	1%	-4	7	4%	-23%	2	-2%
Cc1cccc(-c2cc3nc4c(c(N5CCCC(O)C5)n3n2)CCC4)c1 (stereo not drawn)	0%	-1%	0	12%	-8	-3	-4%	?	-20	2%
CCN(CC)C1=CC(=O)OC12CCCCC2	1%	0%	-3	0%	-2	0	3%	-3%	0	-16%
Cc1ccc(-c2ccc(/C=C3\C(=O)ON=C3c3ccccc3)o2)c([N+](=O)[O-])c1	-8%	-2%	-33	-17%	0	-1	2%	?	-9	?
CC(=O)N1c2ccc(S(=O)(=O)N(C)CC(=O)NC(C)c3ccccc3)cc2CC1C (stereo not drawn)	6%	-6%	-9	3%	-14	2	-9%	-8%	8	-6%

Another view of part of the listing above:
COc1ccc(/C=C(/C(=O)Nc2ccccc2C(=O)NC(C)C)c2ccccc2)cc1
  GALK inhibitor: -1% | Tb PFK inh: -1% | hERG WT inh: 1 | A-T KAP1 phos: 1% | Giardia kill: -3 | FBPA coupling cs: 0 | TCR activator: 1% | BCR signal inh: 3% | TSHR antag: 1 | MLL CXXC-DNA inh: 0%
CCOc1ccc(NC(=O)NC(=O)N(C(C)C)S(C)(=O)=O)cc1
  GALK inhibitor: -2% | Tb PFK inh: -1% | hERG WT inh: 3 | A-T KAP1 phos: 0% | Giardia kill: -8 | FBPA coupling cs: 2 | TCR activator: -3% | BCR signal inh: 4% | TSHR antag: -7 | MLL CXXC-DNA inh: 10%
CC1C2CC(C(S(=O)(=O)N3CCOCC3)C2=O)C1(C)C (stereo not drawn)
  GALK inhibitor: 0% | Tb PFK inh: -2% | hERG WT inh: -4 | A-T KAP1 phos: 1% | Giardia kill: -4 | FBPA coupling cs: 7 | TCR activator: 4% | BCR signal inh: -23% | TSHR antag: 2 | MLL CXXC-DNA inh: -2%
Cc1cccc(-c2cc3nc4c(c(N5CCCC(O)C5)n3n2)CCC4)c1 (stereo not drawn)
  GALK inhibitor: 0% | Tb PFK inh: -1% | hERG WT inh: 0 | A-T KAP1 phos: 12% | Giardia kill: -8 | FBPA coupling cs: -3 | TCR activator: -4% | BCR signal inh: ? | TSHR antag: -20 | MLL CXXC-DNA inh: 2%

Rows are unselected (roughly 1.6% active in at least one column).
